DNA FID counter = displaces DNA intercalator in HCV helicase counter-screen; inhibition, % at 7.9 µM; 290,000 compounds, 0.17% hits; DNA fluorescent intercalator displacement, fluorescence; in the data active = inhibition above about 37%;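 also: 0% = vehicle and 100% = reference compound; higher means more ethidium bromide displaced from hairpin DNA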
MEKK3 PB1 HTS = raises or lowers MEK5 binding to the human MEKK3 PB1 domain; Q99759; bead-based flow cytometry, Alexa488-MEK5 binding to MEKK3; actives lie on both sides; 0 = blocked by unlabeled MEK5, 100 = vehicle; binding response (% of control), % at 10 µM; 290,000 compounds, 1.4% hits; AID 1529;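 active = binding response more than 3 SD above or below the average of its plate-row segment, actives on both sides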;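 also: Alexa488 bead fluorescence after subtracting the streptavidin-only scavenger bead signal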
Target sequence (Q99759 whole entry, looked up, the tested form may be a part): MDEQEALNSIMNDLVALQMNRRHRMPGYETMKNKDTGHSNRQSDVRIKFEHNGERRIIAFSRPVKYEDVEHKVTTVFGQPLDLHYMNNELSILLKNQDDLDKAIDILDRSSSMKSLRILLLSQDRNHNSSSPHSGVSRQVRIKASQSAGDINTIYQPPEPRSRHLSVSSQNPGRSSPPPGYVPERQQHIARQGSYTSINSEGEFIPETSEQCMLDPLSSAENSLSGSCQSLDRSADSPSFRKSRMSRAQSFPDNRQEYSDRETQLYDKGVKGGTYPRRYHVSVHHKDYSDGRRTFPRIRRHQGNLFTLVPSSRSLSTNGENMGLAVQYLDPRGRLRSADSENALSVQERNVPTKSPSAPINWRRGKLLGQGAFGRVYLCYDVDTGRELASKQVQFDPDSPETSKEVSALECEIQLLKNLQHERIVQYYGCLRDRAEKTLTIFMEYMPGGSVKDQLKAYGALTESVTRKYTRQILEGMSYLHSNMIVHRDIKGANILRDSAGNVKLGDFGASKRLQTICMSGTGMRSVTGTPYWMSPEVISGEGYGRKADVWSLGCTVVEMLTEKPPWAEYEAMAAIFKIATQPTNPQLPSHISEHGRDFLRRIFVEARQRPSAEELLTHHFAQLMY
pCIP destab = compounds decreasing mouse p/CIP protein stability. F442A p/CIP-EGFP cells, EGFP fluorescence, 16 h. decrease of EGFP signal, % at 10 µM. 290,000 compounds, 0.01% hits. AID 1984;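 active = EGFP signal decrease of at least 30% at 10 µM or well 3 SD below plate mean, unless failing retest; inactive = the rest, including hits failing retest or dose response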; also: some compounds called inactive have numbers as strong as hits; many of its hits are not listed in these tables
PHOSPHO1 block = blocks human PHOSPHO1 phosphatase activity; Q8TCT1; recombinant PHOSPHO1, absorbance phosphatase assay; inhibition, % at 13.3 µM; 290,000 compounds, 1.1% hits; AID 1565; in the data active = inhibition above about 60%
IMP-1 inhibitor = blocks Pseudomonas aeruginosa IMP-1 metallo-beta-lactamase; purified IMP-1, nitrocefin hydrolysis, epi-absorbance fluorescence; inhibition, % at 5.6 µM; 290,000 compounds, 0.45% hits;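 active = inhibition above the mean plus 3 SD of all compounds in the same screening run, cut at about 4.5% in these data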;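 also: 0% = IMP-1 with DMSO and 100% = DMSO wells lacking enzyme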
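System – purified recombinant IMP-1 beta-lactamase · Input – IMP-1 dispensed at 0.2 nM · Timing – 15 min preincubation plus 25 min reaction at 25 °C · Signal – Epi-absorbance fluorescence, 480 nm excitation, 530 nm emission · Measure – percent IMP-1 inhibition derived from blank-referenced optical density · Controls – Enzyme-plus-DMSO low control, enzyme-free DMSO high control · Replication – singlicate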
VIM-2 inhibitor = blocks Pseudomonas aeruginosa VIM-2 metallo-beta-lactamase. purified VIM-2, nitrocefin hydrolysis, epi-absorbance fluorescence. inhibition, % at 5.6 µM. 290,000 compounds, 0.89% hits. AID 1527;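 active = inhibition above the mean of all tested compounds plus 3 SD, cutoff set per screening run, cut at about 7.5% in these data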;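 also: red hydrolysis product quenches plate fluorescence so inhibitors raise well fluorescence; 0% = enzyme with DMSO and 100% = DMSO without enzyme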
UBC9 SUMO inh = blocks human SUMOylation mediated by UBC9. inhibition, % at 35 µM. HTRF SUMOylation assay, SAE1/SAE2 + UBC9, in vitro. 290,000 compounds, 0.36% hits. P63279; in the data active = inhibition above about 50%, passing the limit was not always enough; also: strong numbers were not always called active
Target sequence (P63279 whole entry, looked up): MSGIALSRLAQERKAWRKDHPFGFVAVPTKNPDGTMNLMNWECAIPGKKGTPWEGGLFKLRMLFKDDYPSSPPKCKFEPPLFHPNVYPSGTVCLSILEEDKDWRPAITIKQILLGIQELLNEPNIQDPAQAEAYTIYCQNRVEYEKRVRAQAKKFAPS
IDE act = IDE (human) activation, cell-based; HEK cells, FAbeta-B cleavage, fluorescence polarization; 0% vehicle, 100% cell-free pure enzyme wells; activation, % at 5.96 µM; 340,000 compounds, 0.073% hits;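 active = activation above the mean of all tested compounds plus 3 SD, set per screening campaign, cut at about 17% in these data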
NS3 helicase inh = blocks Hepatitis C virus NS3 helicase unwinding; NS3 helicase DNA unwinding, Cy5 molecular beacon fluorescence; inhibition, % at 10.9 µM; 290,000 compounds, 0.56% hits; AID 1800;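 active = inhibition above the mean of all tested compounds plus 3 SD, set per campaign, cut at about 35% in these data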;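 also: 0% = DMSO wells and 100% = thioflavine S control wells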
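Assay system: hepatitis C virus NS3 helicase domain fragment enzyme. Also added: annealed dual-labelled DNA beacon duplex, ATP-started. Timing: 1 h reaction at 25 °C, ATP-initiated. Technique: Cy5 fluorescence at 0 and 60 min, beacon hairpin quenching. Evaluation: % inhibition of unwinding. Replication: one well per compound.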
Active calls of the source: *; nt = not tested or not shown. The list is partial, so the mix of outcomes need not match the whole.

Molecule	VIM-2 inhibitor	MEKK3 PB1 HTS	DNA FID counter	PHOSPHO1 block	pCIP destab	NS3 helicase inh	IDE act	IMP-1 inhibitor	UBC9 SUMO inh
O=C(c1cc(Br)ccc1Cl)N1CCN(c2ncccn2)CC1	0.9	101	-19	23	-5	-5	0	-1.4	15
COC(=O)Cc1cc(=O)oc2cc(OC)ccc12	0.2	103	-1	14	-4	2	8	-1.2	-4
COc1ccccc1C(=O)C1CCCN(C(=O)c2ccc(C(C)=O)s2)C1 (configuration not stated)	-1.8	101	-31	44	-12	-2	11	-2.2	8
O=C(O)COc1ccc(-c2nc(-c3ccccc3)c(-c3ccccc3)[nH]2)cc1	-0.4	102	-34	18	-12	-21	2	-3.4	21
COCCc1nc2ccc(C(=O)N3CCCCC3COC)cc2o1 (configuration not stated)	-0.4	102	-15	8	1	3	6	-1.8	-4
CC(=O)Nc1ccc(Nc2cc(C)nc3c(-c4ccc(Cl)cc4)c(C)nn23)cc1	-0.2	102	-5	2	4	-8	7	-2.3	-7
Cc1cccc(-c2noc(CSc3ccccc3)n2)c1	-2.3	99	-6	49	-4	-12	2	-2.7	13
CCOc1ccc(-n2cc(C(=O)N3CCN(C)CC3)c3cc(OC)c(OC)cc3c2=O)cc1	1.3	101	10	0	-12	-8	0	-0.1	16
COc1ccc(C(=O)CNc2cccc(F)c2)cc1	-0.9	99	-4	11	-8	-8	1	-0.7	-3
Cc1cc(=O)[nH]c(SCC(=O)N2CCCC(C)C2)n1 (configuration not stated)	0.3	98	0	32	-8	11	10	-1.8	12
S=c1sc2c(Cl)ncnc2n1-c1ccccc1	-0.8	99	-4	-20	-1	-2	0	-2.1	13
CSc1cc(-c2ccc(Cl)cc2)n(Cc2ccccc2)c(=O)c1C#N	1.7	99	2	4	-2	1	4	-0.2	-4
CN1CCN(NC(=O)c2cc(-c3ccccn3)nc3ccccc23)CC1	-4.8	111	-1	28	15	-15	2	-1.9	-3
CC(=O)C1=C(O)C(=O)OC1c1ccc(Cl)cc1 (configuration not stated)	-2.6	93	2	42	5	-3	2	-2.0	-14
O=C(CCC(=O)N(CC(=O)NC1CCCCC1)c1ccc(F)cc1)Nc1ccccn1	0.8	102	-19	8	-5	9	2	-2.0	2
Cc1ccccc1NC(NC(=O)c1cccs1)C(Cl)(Cl)Cl (configuration not stated)	-1.5	108	-2	3	-1	-10	0	-2.1	-23
CCOC(=O)C1=NNC(C(=O)c2ccccc2)C1c1ccc(Cl)cc1 (configuration not stated)	-1.1	91	-26	18	-6	-14	-3	0.5	9
COC(=O)C1CCN(C(=O)C2CCCCC2)CC1	-2.2	100	0	49	10	1	11	-1.1	-1
Cn1c(=O)oc2cc(S(=O)(=O)NCc3cccnc3)ccc21	0.7	91	-4	8	-7	-4	-4	0.9	30
Clc1ccc(Cc2ccc(SCc3ccccc3)nn2)c(Cl)c1	-1.6	103	-4	24	4	-3	4	3.7	-32
COc1cc(C(=O)Nc2nc3ccc(C)cc3s2)ccc1OCc1c(C)noc1C	-2.1	91	-3	-2	-8	-3	0	-2.3	-9
Cc1cc(=O)n2c3ccccc3n(C)c2n1	10*	104	0	24	-2	8	-1	0.3	2
Cc1ccc(S(=O)(=O)c2c(N)n(CCCN(C)C)c3nc4ccccc4nc23)cc1	-0.6	98	20	37	-3	-52	1	0.0	27
COc1ccc(CNC(=O)CS(=O)(=O)Cc2nc(-c3ccc(OC)cc3)oc2C)cc1	-3.4	102	-44	-11	-7	12	-3	0.3	22
CC(C)(C)NC(=O)NC(=O)CN1CCN(S(=O)(=O)/C=C/c2ccccc2)CC1	-2.1	99	-36	24	6	-7	0	-2.3	-13
Cc1c(NC(=S)Nc2cccc(Cl)c2)c(=O)n(-c2ccccc2)n1C	-1.6	114	-5	8	4	8	6	-0.4	3
CCOC(=O)c1ccc(NC2c3ccccc3C(=O)N2c2cccnc2)cc1 (configuration not stated)	1.4	106	-18	2	-5	12	-2	-4.9	6
Cc1cc(C)nc(SCCC(=O)Nc2ccccc2Cl)n1	0.3	92	-11	45	-7	1	7	0.1	12
Cc1cccc(C(=O)Nc2ccccc2C(=O)NCc2cccnc2)c1	-1.8	106	-15	43	1	-29	-1	-2.6	10
COc1ccc(C(=O)N2CCC(C(=O)Nc3cccc(C)c3)CC2)cc1OC	-3.4	100	-26	3	0	5	3	-3.4	15

Taken from above:
Value for COc1ccccc1C(=O)C1CCCN(C(=O)c2ccc(C(C)=O)s2)C1 (configuration not stated) in IDE act: 11
Value for CCOC(=O)c1ccc(NC2c3ccccc3C(=O)N2c2cccnc2)cc1 (configuration not stated) in pCIP destab: -5

The results go on.
Molecule	VIM-2 inhibitor	MEKK3 PB1 HTS	DNA FID counter	PHOSPHO1 block	pCIP destab	NS3 helicase inh	IDE act	IMP-1 inhibitor	UBC9 SUMO inh
CCO[C@H]1OC(C(=O)N2CCN(C)CC2)=C[C@@H](c2ccc(Br)cc2)[C@@H]1CCCO	-1.9	97	1	32	1	-5	3	-1.4	17
COc1cccc(NC(=O)c2ccccc2Oc2ccccc2)c1	-3.7	102	-26	24	-9	4	0	-3.3	7
Nc1cc(=O)[nH]c2nnc(SCC(=O)Nc3cccc4ccccc34)n12	-2.2	100	-2	43	-15	7	1	-3.8	10
COCCCNC(=O)CCN1N=C(c2ccccc2)CCC1=O	-2.7	105	-7	nt	-1	-7	1	-1.8	12
COC(=O)c1ccccc1NC(=O)c1cc2ccccc2o1	3.2	115	-11	25	-6	-3	-1	-3.4	-10
COc1cc(C(CCN2CCCC2)c2c(OC)cc(OC)c3c(-c4ccccc4)cc(=O)oc23)cc(OC)c1OC (configuration not stated)	nt	112	nt	13	-7	nt	6	nt	9
CCCCCCn1c(=O)c(F)cn(Cc2ccc(OC)c([N+](=O)[O-])c2)c1=O	-0.1	102	-5	10	-3	-4	7	0.5	1
COc1ccc(NS(=O)(=O)c2ccc3oc(Nc4ccc5c(c4)OCCO5)nc3c2)cc1	-0.2	97	0	11	2	-21	4	-0.3	-35
Cc1cc(C(=O)COC(=O)c2ccccc2Br)c(C)n1CC1CCCO1 (configuration not stated)	-0.3	101	-29	20	-3	6	5	-3.5	14
Cc1ccc2nc(Cn3cc(C(F)(F)F)cc(Cl)c3=O)cc(=O)n2c1	0.0	78	-2	-10	-1	1	-1	-0.8	5
CC(C)(C)NC(=O)NC(=O)CSc1nnc(-c2ccccc2F)n1N	-3.7	99	-5	21	-3	-2	2	-2.1	13
O=C(O)CC(CC(=O)NCC(O)c1ccccc1)c1ccccc1 (configuration not stated)	-0.2	87	-5	25	-11	-1	0	-5.0	-6
O=C(C1CC(=O)N(C2CCCC2)C1)N1CCN(c2ccc(F)cc2)CC1 (configuration not stated)	3.8	108	-29	nt	nt	10	8	-1.3	nt
Cc1ccc(-c2cc(C(F)(F)F)n3ncc(C(=O)NCc4ccco4)c3n2)cc1	0.3	98	-3	24	-12	-1	6	-2.7	38
CC(C)CC1NC(=O)N(CC(=O)N2c3ccccc3NC(=O)C2(C)C)C1=O (configuration not stated)	-1.5	98	-6	40	-1	13	8	-3.7	4
Cc1cccc(N/N=C/c2ccccc2O)c1	1.5	95	-5	-16	-3	13	2	-2.3	-4
CC12CC(c3ccccc3O1)N(C(=O)c1ccco1)C(=S)N2c1ccccc1 (configuration not stated)	-3.8	115	-14	32	-15	-2	3	-5.1	-4
O=C(N/N=C/c1cccc(O)c1)NC1CCCCC1	1.1	98	-5	20	-3	-7	4	-1.4	9
COc1ccc2[nH]c3c(=O)n(Cc4ccc(C(=O)NCC5CCCO5)cc4)c(=S)[nH]c3c2c1 (configuration not stated)	-4.2	128	-19	-20	17	-4	4	-1.5	16
COc1ccc(S(=O)(=O)N2CCOC2CNC(=O)C(=O)NCc2ccccn2)cc1 (configuration not stated)	-3.4	106	-10	20	-16	0	6	-1.9	18
N#CCCN1C(=O)C2(OCCO2)c2ccccc21	0.9	107	-1	33	11	-6	4	-0.9	6
CCOC(=O)[C@@H]1[C@H]2COc3cc(OC)ccc3[C@@H]2N2C(=O)N(c3cccc(F)c3)C(=O)[C@@]12C	0.5	108	-31	-7	1	23	2	-0.6	3
CCCNC(=O)c1cnc(-c2ccccc2)nc1-c1ccccc1	-3.2	98	-20	24	1	3	-2	-4.3	4
CCOc1ccc(CCNC(=O)C2CCN(c3nnc(-n4cccc4)s3)CC2)cc1OCC	-2.4	94	-33	3	0	-10	3	-6.4	-6
COc1ccc(-c2cc(C(=O)N3CCCC3)c3ccccc3n2)cc1	-5.9	98	-57	53	-6	-7	3	-1.9	nt
CC(C)C(=O)N1CCN(c2ccccc2NC(=O)c2ccco2)CC1	1.3	100	-28	40	0	2	2	0.4	8
Fc1cccc(Cl)c1-c1nnc2ccc3ccccc3n12	-0.6	95	-7	6	-43	0	-2	-2.8	16
Cc1cc(C)nc(SCC(=O)N/N=C/c2cc(C)n(-c3ccccc3C)c2C)n1	-5.6	91	-19	-17	0	-6	9	-3.1	26
Cc1[nH]c2ccccc2c1C(c1ccncc1)N1CCCCC1 (configuration not stated)	-1.5	84	2	-24	-13	-3	5	-1.3	5
CC1CCN(CC(=O)Nc2nccs2)CC1	-2.4	107	-2	39	-4	6	-1	-3.5	5
